MBD2 DNA inh: inhibitors of human MBD2 binding to methylated oligonucleotide. TR-FRET. Q9UBB5. 370,000 compounds, 0.31% hits. inhibition, % at 4.4 µM. AID 686964; in the data active = inhibition above about 13%
PRMT1 inh: PRMT1 (human) inhibition, primary screen; recombinant PRMT1, activity-based probe fluorescence polarization; inhibition, % at 2.79 µM; AID 652257; 370,000 compounds, 1.3% hits; Q99873;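 active = inhibition above about 21% made by adding two undisclosed values, limit read from the data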
HTRA1 inh: inhibitors of human serine peptidase HTRA1; AID 504803; recombinant HTRA1, FP-rhodamine activity-based probe, fluorescence polarization; inhibition, % at 5.96 µM; 340,000 compounds, 0.5% hits; in the data active = inhibition above about 36%;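 also: 0% = enzyme with DMSO and 100% = wells lacking enzyme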
ABHD4 inh: inhibits mouse alpha/beta hydrolase domain 4. Q8VD66. purified mABHD4, FP-Rh probe fluorescence polarization. inhibition, % at 8.92 µM. 370,000 compounds, 0.54% hits. AID 720543;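 active = inhibition exceeding the mean over every tested compound plus 3 SD, cut at about 30% in these data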;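 also: 0% = plate median of compound wells and 100% = S159A mutant with DMSO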
Target sequence (Q8VD66 whole entry, looked up, the tested form may be a part): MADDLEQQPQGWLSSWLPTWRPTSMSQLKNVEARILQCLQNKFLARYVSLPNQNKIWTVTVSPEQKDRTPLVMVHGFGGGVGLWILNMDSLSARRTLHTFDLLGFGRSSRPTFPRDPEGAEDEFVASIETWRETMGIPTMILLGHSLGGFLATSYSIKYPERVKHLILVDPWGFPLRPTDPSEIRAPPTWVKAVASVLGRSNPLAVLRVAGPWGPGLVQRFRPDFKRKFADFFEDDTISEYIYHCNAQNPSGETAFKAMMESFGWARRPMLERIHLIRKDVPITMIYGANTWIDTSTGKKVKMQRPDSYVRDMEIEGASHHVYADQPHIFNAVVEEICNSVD
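Doses – 8.92 µM, single dose · Material – wild-type mouse ABHD4 protein · Replication – single well per compound (singlicate) · Measure – percent inhibition of probe binding, normalized to plate controls · Schedule – 45 min compound pre-incubation plus 60 min probe step, 25 °C · Detection – fluorescence polarization with parallel and perpendicular emission, 525/598 nm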
TDP2 absorb: TDP2 (human) inhibition, absorbance primary screen | inhibition, % at 12.8 µM | 370,000 compounds, 0.34% hits | O95551 | recombinant TDP2, T5PNP hydrolysis, p-nitrophenol absorbance 415 nm;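 active = inhibition above the mean of all tested compounds plus 3 SD, set per campaign, cut at about 25% in these data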;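 also: 0% = DMSO with enzyme and 100% = buffer with substrate but no TDP2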
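Assay system: recombinant human TDP2 / Reagent: T5PNP substrate at 5 mM, a TopII-DNA adduct mimic / Measured by: epi absorbance from released p-nitrophenol / Evaluation: % inhibition relative to enzyme-containing and enzyme-free wells / Control set: enzyme-free and DMSO wells / Replicates: each compound tested once, singlicate / Schedule: enzyme reaction with compound for 2 h at 37 °C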
rCAG binder: binds r(CAG) RNA repeats. r(CAG) RNA repeat, TO-PRO-1 dye displacement fluorescence. inhibition, % at 3 µM. 370,000 compounds, 1.3% hits;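 active = inhibition above the plate cutoff, the mean of all test compounds on that plate plus 3 SD, cut at about 35% in these data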;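 also: 0% = DMSO alone and 100% = 100 µM mitoxantrone as full dye displacement; higher means more dye released from RNA so lower well fluorescence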
LEDGF integ inh: blocks HIV-1 LEDGF/p75-dependent DNA integration; TR-FRET IN-LEDGF/p75 DNA integration, Eu/Cy5; 370,000 compounds, 0.64% hits; inhibition, % at 3.7 µM; AID 743269;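 active = inhibition above the screen-wide mean plus 3 SD, cut at about 13% in these data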;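 also: signal is the Cy5 over europium emission ratio at 671 and 618 nm; 0% = plate median of compound wells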
NPR2 activator: GC-B (human) receptor activation; 370,000 compounds, 0.11% hits; activation, % at 10 µM; P20594; HEK293-GC-B cells, CNP EC30, cGMP TR-FRET; 0% at EC30 CNP, 100% saturating CNP;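 active = activation at 10 µM reaching about 35% in either raw or pattern-adjusted values, limit read from the data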
SIAE inh: human SIAE inhibition, primary screen. 370,000 compounds, 0.69% hits. Q9HAT2. SIAE FP-Rh probe binding, fluorescence polarization. inhibition, % at 9.66 µM. AID 1053197;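 active = inhibition above a cutoff: mean of compounds within the control limits plus 3 SD of those, cut at about 17% in these data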;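 also: 0% = plate median of compound wells and 100% = probe without SIAE protein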
Target sequence (Q9HAT2 whole entry, looked up): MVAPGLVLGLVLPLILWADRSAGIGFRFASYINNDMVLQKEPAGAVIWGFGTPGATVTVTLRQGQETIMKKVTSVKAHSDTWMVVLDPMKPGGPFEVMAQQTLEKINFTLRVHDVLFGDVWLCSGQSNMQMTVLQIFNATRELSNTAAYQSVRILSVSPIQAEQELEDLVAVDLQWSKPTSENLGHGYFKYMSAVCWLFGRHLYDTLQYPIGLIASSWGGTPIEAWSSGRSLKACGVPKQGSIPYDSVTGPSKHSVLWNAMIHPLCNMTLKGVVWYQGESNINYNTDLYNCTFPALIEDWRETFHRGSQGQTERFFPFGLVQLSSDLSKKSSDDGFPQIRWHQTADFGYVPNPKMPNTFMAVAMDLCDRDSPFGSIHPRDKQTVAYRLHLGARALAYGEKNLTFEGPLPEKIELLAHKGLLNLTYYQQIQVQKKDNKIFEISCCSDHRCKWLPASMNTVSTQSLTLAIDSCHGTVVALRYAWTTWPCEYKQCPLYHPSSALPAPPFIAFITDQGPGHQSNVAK
TCR-CD3 inh: inhibitors of human TCR-CD3 interaction; TAMRA-labeled TCR probe fluorescence, biochemical; inhibition, % at 9.4 µM; 360,000 compounds, 0.37% hits; AID 651800; in the data active = inhibition above about 19%;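 also: recombinant mutant TCR 2C K166C tagged with TAMRA read by polarization; 0% = receptor in buffer alone and 100% = receptor with positive control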
Active calls of the source: *; . = not tested or not shown. Only part of the results is shown; the hit share may differ from the screen's.

SMILES	MBD2 DNA inh	PRMT1 inh	HTRA1 inh	ABHD4 inh	TDP2 absorb	rCAG binder	LEDGF integ inh	NPR2 activator	SIAE inh	TCR-CD3 inh
Cn1cnnc1SCc1ccc(C(=O)O)cc1	-3	1	9	-1	0	-1	1	3	-1	-8
CC(=O)Nc1ccc(C(=O)Nc2nnc(CCc3ccccc3)s2)cc1	-1	2	-4	-18	-12	8	-8	-1	-11	-6
Nc1nc2c(s1)CC(c1ccccc1)CC2 (centres undefined)	-1	0	-17	5	6	-2	0	-3	5	-3
CCOC(=O)c1oc2nc(CC(C)C)c3c(c2c1N)CCC3	-1	2	-26	2	-3	-3	0	-1	-5	0
Cc1ccc(S(=O)(=O)N2CCN(C(=O)c3cc(=O)c4ccccc4o3)CC2)cc1	3	4	-1	3	1	-4	-2	-7	2	-2
CCCCn1c(N)c(N(CCC(C)C)C(=O)CC2CCCCC2)c(=O)[nH]c1=O	1	-3	4	-1	7	1	2	1	12	1
CCCc1cc(C(=O)Cc2ccc(F)cc2)c(O)cc1O	1	3	-19	-40	-11	6	2	4	-4	-4
COc1cccc(CN(C)Cc2c(O)ccc3ccccc23)c1	3	7	5	10	-4	4	-6	-1	7	-5
COC(=O)c1ccccc1NC(=O)c1c(O)c2c([nH]c1=O)CCCC2	5	4	-2	-5	2	1	-1	-7	0	0
O=C(NCCO)/C(=C\c1ccco1)NC(=O)c1cccs1	-2	13	4	-2	6	2	5	4	3	5
OC(c1ccc(CN2CCCCC2)cc1)c1ncc(-c2ccccc2)[nH]1 (centres undefined)	7	-1	.	1	-1	0	0	-1	24*	-7
Cc1cc(Oc2ccc(Cl)cc2)nc(SCC(=O)c2ccccc2)n1	-3	0	-27	0	12	1	36*	-5	12	8
COc1ccc(-c2csc(NC(=O)c3ccc(S(C)(=O)=O)cc3)n2)cc1	2	-7	-10	-2	5	8	-1	-1	7	-2
Cc1ccc(S(=O)(=O)N2CCCCC2)cc1C(=O)OCC(=O)NC(=O)NC12CC3CC(CC(C3)C1)C2	-5	-3	-8	1	-4	3	1	-1	-1	3
CC(=O)c1ccccc1OC(=O)COc1ccc(Cl)cc1C	1	-3	.	-2	3	-4	-1	-8	0	5
CC(=O)Nc1ccc(N=Nc2ccccc2)cc1[N+](=O)[O-]	2	-3	.	-1	3	3	0	-3	3	-3
Cc1cc(C(=O)CSc2nc(N)cc(=O)[nH]2)c(C)n1Cc1ccco1	-1	2	-5	-2	1	10	4	-1	2	2
O=C(CSC1=Nc2ccccc2C2=NC(CC(=O)NC3CCCCC3)C(=O)N12)NCc1ccco1 (centres undefined)	0	18	0	3	-6	6	2	-4	1	-2
Cc1csc(SCC(=O)Nc2sccc2C(N)=O)n1	1	-1	-1	8	-5	4	3	-2	5	-4
COc1cccc(CC2(CO)CCCN(Cc3cn[nH]c3C3CCCCC3)C2)c1 (centres undefined)	3	1	-5	-1	-1	-10	-4	-4	-7	-5
O=C(O)c1cc2nccc(-c3ccc(F)cc3)n2n1	-9	-1	-8	4	-3	3	2	8	6	3
Cc1cc(NC(=O)CN(C)C)c([N+](=O)[O-])cc1C	1	1	-5	0	0	-3	-4	1	8	-8
COc1ccc(CCNC(=O)CN2CCN(Cc3ccccc3F)C2=O)cc1OC	0	-3	3	-3	11	-2	2	1	4	-1
NC(=O)c1ccsc1NC(=O)CSc1ncnc2sccc12	-2	2	-15	-6	-3	12	-1	5	-10	-2
Cc1ccccc1N(CC(=O)Nc1ccc(S(=O)(=O)N2CCOCC2)cc1)S(C)(=O)=O	-1	-3	-10	4	0	-1	-3	0	-1	-5
C/C(=N\Nc1ccc(S(N)(=O)=O)cc1[N+](=O)[O-])c1ccc2c(c1)OCO2	-3	-1	9	0	6	26	-3	16	4	1
Cc1cc(=O)n2[nH]c(SCc3ccccc3)nc2n1	1	0	1	-2	2	1	0	3	-3	13
COc1ccc(Cl)cc1NC(=O)CN(C)C(=O)CN1C(=O)NC(C)(c2ccc3ccccc3c2)C1=O (centres undefined)	1	1	-43	-26	-13	2	2	-9	-22	-2
COc1ccc(/C=C(/C#N)S(=O)(=O)c2ccc(C)cc2)cc1	1	0	2	3	-2	3	-3	1	6	7
CC(CC(=O)NCc1ccc(F)cc1)c1ccccc1 (centres undefined)	2	1	-1	2	-3	-6	-2	2	5	-6
CC(=O)C1=C(C)NC(SCC(N)=O)=C(C#N)C1c1cccnc1 (centres undefined)	2	4	1	7	16	0	6	-1	4	-2
O=c1oc(C2(O)CCCCC2)cc2ccc(Br)cc12	0	-1	-5	-3	2	-2	-1	5	-2	0
O=[N+]([O-])c1ccccc1S(=O)(=O)N/C(=N/S(=O)(=O)c1ccccc1)c1ccccc1	5	5	0	1	-1	9	-6	-2	-2	-2
Fc1ccc(Nc2nnc(C(F)(F)F)s2)cc1Cl	5	4	-15	-10	0	0	1	-2	-1	-4
O=C(Nc1ccccc1Cl)c1ccccc1Cc1ccccc1	1	-1	-13	-2	0	-1	-1	0	-1	6
Cc1ccc(C(=O)Nc2nnc(-c3ccco3)o2)cc1	2	-3	8	6	5	4	1	-4	-4	1
NCCc1nnc(SCC(=O)c2ccc(Cl)cc2)o1	-3	2	10	-4	8	3	-6	-4	-2	-1
O=C(CSc1nnc(-c2ccccc2)o1)N1CCCC1	0	2	2	6	-4	3	1	1	-9	3
CCCCn1c(N)c(N(CCOC)C(=O)C2CCCN(C(=O)c3ccc(Cl)cc3)C2)c(=O)[nH]c1=O (centres undefined)	-4	-1	0	-4	11	-1	3	-7	1	2
COc1cc2oc(=O)cc(-c3ccc(-c4ccc(C#N)cc4)cc3)c2c(OC)c1OC	0	-1	6	-7	-2	4	6	-6	3	-4
CCOC(=O)c1ccc(NS(=O)(=O)c2ccc(SC)cc2)cc1	5	6	-21	-20	-4	13	-7	-2	-4	-10
CCN1CCN(S(=O)(=O)Cc2ccccc2)CC1	6	2	7	2	-3	-3	-2	-5	2	-2
CCOc1ccc(Br)cc1S(=O)(=O)Nc1ccc(NC(=O)c2ccccc2F)cc1	2	0	-9	-26	9	16	-1	4	9	5
CCOC(=O)COc1ccc2c(c1)C(=O)CC1(CCCCC1)O2	3	-1	2	2	2	-7	-1	-4	-6	5
Cc1cc(-c2nnc(SCC(=O)Nc3cccc(C)c3C)n2N)n[nH]1	1	-2	7	5	-4	0	-4	3	1	3

5 entries drawn at random from the list so far, as already listed:
SMILES	MBD2 DNA inh	PRMT1 inh	HTRA1 inh	ABHD4 inh	TDP2 absorb	rCAG binder	LEDGF integ inh	NPR2 activator	SIAE inh	TCR-CD3 inh
COc1ccc(/C=C(/C#N)S(=O)(=O)c2ccc(C)cc2)cc1	1	0	2	3	-2	3	-3	1	6	7
COc1cccc(CC2(CO)CCCN(Cc3cn[nH]c3C3CCCCC3)C2)c1 (centres undefined)	3	1	-5	-1	-1	-10	-4	-4	-7	-5
CC(=O)Nc1ccc(N=Nc2ccccc2)cc1[N+](=O)[O-]	2	-3	.	-1	3	3	0	-3	3	-3
O=C(NCCO)/C(=C\c1ccco1)NC(=O)c1cccs1	-2	13	4	-2	6	2	5	4	3	5
Cc1csc(SCC(=O)Nc2sccc2C(N)=O)n1	1	-1	-1	8	-5	4	3	-2	5	-4

(continued)
SMILES	MBD2 DNA inh	PRMT1 inh	HTRA1 inh	ABHD4 inh	TDP2 absorb	rCAG binder	LEDGF integ inh	NPR2 activator	SIAE inh	TCR-CD3 inh
COc1cccc(CN2CCc3[nH]c(=S)[nH]c(=O)c3C2)c1	2	0	-4	7	11	6	-1	3	22*	1
CCCc1cc(C(=O)Nc2cccc(C(C)=O)c2)no1	-1	-5	-4	0	-4	2	3	-3	-1	5
CCCc1nnc(SCC(=O)Nc2ccccc2Cl)n1CC1CCCO1 (centres undefined)	-2	5	2	2	-11	2	-7	2	0	5
O=C(CNC(=O)C1CCCCC1)Nc1ccccc1Cl	-4	-1	8	-6	8	-1	2	1	80*	5
Cn1c(SCc2ccc([N+](=O)[O-])cc2)nnc1-c1ccncc1	1	1	4	-2	11	-3	-1	5	-5	0
NC(=O)C1CCN(Cc2cccc(OCc3ccccc3)c2)CC1	3	6	3	16	9	-5	-1	4	-3	-6
Cc1ccc(N(CC(=O)N2CCc3ccccc32)S(=O)(=O)c2cccs2)cc1	5	-2	-39	-5	-10	4	-3	-2	-5	2
Cc1n[nH]c(=O)c2c(NC(=O)CSc3nnc(-c4ccncc4)n3C)oc(C)c12	0	3	4	3	0	-1	-3	1	2	-4
Cc1ccc(CN2CCN(Cc3cnc(N4CCOCC4)s3)CC2CCO)o1 (centres undefined)	0	-2	2	2	-4	-5	-3	6	2	6
CCCc1cc(C(=O)NNC(=S)NCc2ccccc2)cs1	-4	-1	-6	2	-7	7	6	-1	5	-6
O=C1CCCCCC(=O)[C@H](O)C[C@H](c2ccccc2)O1	-4	-1	.	0	1	0	-1	-2	3	-1
S=C(Nc1cccc(Cl)c1Cl)Nn1cnnc1	-2	4	-1	1	8	-2	-2	5	4	-6
COc1ccc(-n2c(SCC(=O)N(C)C3CCS(=O)(=O)C3)nc3ccc(O)cc3c2=O)cc1OC (centres undefined)	4	4	0	0	-13	8	-2	4	3	-7
Cn1c(=O)c(=O)n(C)c2cc(N3CCCCC3)c(NS(=O)(=O)c3ccc(Br)cc3)cc21	0	-2	2	-3	-3	3	2	-6	-1	5
COc1ccc(Nc2nc(N)nc(CCl)n2)cc1	1	5	10	2	-3	3	-4	6	2	-1
CCOc1ccc(OCCOc2ccc(/C=C/C(=O)O)cc2OCC)cc1	-2	3	-2	-2	14	2	-1	0	7	4
COc1c(Cl)cc(Cl)cc1C(=O)Nc1ccc(CN2CCOCC2)cc1	1	-1	-5	2	12	-4	3	-2	1	-3
COc1ccc(CC(=O)O/N=C(\N)Cc2ccc([N+](=O)[O-])cc2)cc1	-4	1	-4	0	-1	-4	0	-1	3	-1
CC1CCCCC1NC(=O)c1ccc2c(c1)OCCO2 (centres undefined)	4	0	-3	-3	-5	-1	3	2	-6	4
O=C(C1CCCCC1)N1CCCc2ccccc21	2	3	-5	4	1	-8	-1	-8	8	-6
COC(=O)COc1ccc(C2Nc3c(Cl)ccc(C(=O)O)c3C3C=CCC32)cc1 (centres undefined)	18*	69*	28	36*	-8	76*	66*	0	-7	16
NC(=O)C1CCN(c2nc(-c3ccccc3N)cs2)CC1	-4	-4	1	2	-1	-1	0	3	4	3
COc1ccc(C(=O)N/N=C/c2ccc3cccc(O)c3n2)cc1	-1	2	7	9	-5	7	-7	6	-4	4
O=C(CCc1ccccc1)NC(NC(=S)Nc1ccc(Cl)cc1)C(Cl)(Cl)Cl (centres undefined)	1	-1	-10	5	-8	5	2	15	-32	4
Nc1ccc(-n2c(N)c(C(=O)NCc3ccc4c(c3)OCO4)c3nc4ccccc4nc32)cc1	2	1	-7	-6	-15	21	-2	-11	8	4
Cn1c(=O)c(-c2ccccc2N)nc2ccccc21	1	-1	6	3	3	-1	-3	5	7	1
Cc1ccc(Cl)c(OCC(=O)NCc2ccco2)c1	-1	2	7	0	7	3	2	-3	-5	-4
